Rac1 GTP hydrolysis = MgcRacGAP GTPase-activating activity inhibitors, confirmation, biochemical, ADP Hunter fluorescence; MgcRacGAP-stimulated Rac1 GTP hydrolysis, ADP Hunter fluorescence; higher % means a stronger effect; GST-tagged Rac1 F28L mutant substrate; inhibition, % at 30 µM, or IC50 in µM where a hit was titrated; 0.6% of 340,000 active; AID 624330;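 active = first-screen hits whose inhibition reached a set limit at any dose in the follow-up dose series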;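 note: fluorescence reports GDP produced by GAP-driven GTP hydrolysis; strong numbers were not always called active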
LYP phosphatase = inhibitors of LYP phosphatase, biochemical, fluorescence intensity, uHTS (AID 1779); recombinant LYP phosphatase, fluorescence intensity; higher % means a stronger effect; 0.054% of 290,000 active; one-dose inhibition, % at 11.5 µM; IC50 in µM for titrated hits; in the data active = inhibition above about 50%;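 note: plate controls were vehicle with enzyme for no effect and no enzyme for full effect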
GPR35 arrestin U2OS = GPR35 antagonists blocking zaprinast-driven arrestin recruitment, primary screen, imaging, U2OS, beta-arrestin-GFP, zaprinast agonist (AID 2058). U2OS GPR35 beta-arrestin-GFP translocation imaging, zaprinast antagonism; higher % means a stronger effect. inhibition, % at 10 µM, or IC50 in µM where a hit was titrated. 0.052% of 290,000 active;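 active = inhibition of at least 50% with at least 30 cells and total cytoplasm GFP at most 10,000,000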
Large T inhibition = TAg ATPase/helicase activity blockers – biochemical (AID 1903) | SV40 large T antigen ATPase/helicase inhibition assay; higher % means a stronger effect | inhibition, % at 20 µM, or IC50 in µM where a hit was titrated | 0.39% of 310,000 active; in the data active = a potency from the dose series; note: strong numbers were not always called active
Lipid droplet = hepatic lipid droplet formation modulation; AML12 mouse hepatocytes, oleate lipid droplets, BODIPY imaging; inhibition, % at 6.5 µM; 0.4% of 240,000 active; AID 1656;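 active = lipid droplet intensity inhibited by at least 50%, with more than 500 cells counted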
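Assay system: AML12 hepatocytes (mouse); Probe or stimulus: oleic acid at 100 µM to induce lipid droplet formation; Dosing: compound at 6.5 µM only; Schedule: compound with oleate, overnight; Detection: fluorescence imaging, 20x objective, two fields per well; Measure: % inhibition of lipid droplet signal.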
GPR55 antagonists = inhibition of LPI-stimulated GPR55 beta-arrestin translocation – imaging, U2OS, beta-arrestin-GFP, LPI agonist, primary screen (AID 2013). U2OS GPR55 beta-arrestin-GFP translocation imaging, LPI antagonism; higher % means a stronger effect. inhibition, % at 10 µM, or IC50 in µM where a hit was titrated. 0.13% of 290,000 active;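 active = spots per cell inhibited over 60%, with over 100 cells counted and total cytoplasm intensity under 500,000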;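 note: U2OS cells stably carrying GPR55 and arrestin-GFP stimulated by 5 µM LPI near EC80; imaged beta-arrestin-GFP aggregate spots per cell after agonist stimulation; plate controls were LPI-stimulated DMSO wells for no effect and DMSO wells without LPI for full effect; some results filed as inactive read as strong as hits; confirmed hits need IC50 under 10 µM and bright autofluorescent wells are also inconclusive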
GPR55 beta-arrestin = selective activators of receptor GPR55 – imaging, U2OS cells, beta-arrestin-GFP redistribution, primary screen (AID 1961) | 0.048% of 290,000 active | U2OS GPR55 beta-arrestin-GFP redistribution imaging; higher % means a stronger effect | activation, % at 10 µM, or EC50 in µM where a hit was titrated;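 active = activation above 40% with more than 50 cells counted in the well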;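 note: U2OS osteosarcoma cells stably expressing GPR55 and beta-arrestin-GFP; plate controls were DMSO negative control for no effect and LPI positive control for full effect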
NTR1 agonist = NTR1-driven beta-arrestin-GFP spot formation – imaging, U2OS cells, high content, primary screen (AID 493036); P30989; agonist mode; activation, % at 20 µM; 0.17% of 330,000 active;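 active = activation at or above 40% of the spot to cytoplasm intensity ratio, with at least 20 cells analyzed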;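 note: 0% = DMSO without peptide and 100% = 100 nM NTR1 peptide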
Target sequence (P30989 whole entry, looked up): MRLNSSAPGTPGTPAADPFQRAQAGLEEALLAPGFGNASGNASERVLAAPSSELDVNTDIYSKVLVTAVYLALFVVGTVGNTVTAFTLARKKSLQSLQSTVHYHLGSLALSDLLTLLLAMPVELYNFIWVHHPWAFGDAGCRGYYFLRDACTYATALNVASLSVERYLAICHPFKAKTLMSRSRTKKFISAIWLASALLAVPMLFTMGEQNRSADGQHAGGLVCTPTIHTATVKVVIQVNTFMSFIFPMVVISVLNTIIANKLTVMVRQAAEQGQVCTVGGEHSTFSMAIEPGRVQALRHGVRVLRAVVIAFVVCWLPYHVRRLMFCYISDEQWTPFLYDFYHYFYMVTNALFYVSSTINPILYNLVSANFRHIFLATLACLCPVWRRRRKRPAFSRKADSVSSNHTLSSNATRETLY
T cell modulator = modulates CD8 T cell binding to vesicles | 0.068% of 330,000 active | calls only at 7 µM | 2C CD8+ T cell-vesicle binding, flow cytometry; hits give low values;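 active = response, share of CD8 T cells binding vesicles, and their 90th percentile fluorescence all below set limits, cut at about 80% in these data, passing the limit was not always enough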
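incubation = binding step 1.5 h, 37 °C, antibody labelling 20 min, ice | test system = 2C mouse CD8+ T cells | read-out basis = percent CD8+ FL2 mean versus row control | controls = Peptide-free naked vesicles (low) and QL9 vesicles with 0.7% DMSO vehicle (high) | detection = flow cytometry of vesicle-bound cells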
Lipid droplet cells 6.5 µM = recorded beside Lipid droplet, whose call it bears; cell count; measured here: cell count, cytotoxicity flag;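 cells counted across two imaged fields per well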
T cell modulator vesicle-bound % = further read-out of T cell modulator, marked with its call; double positive events, %; measured here: CD8+ vesicle-bound cell fraction;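 binding gate set so that unloaded-vesicle control wells show 10% double positive cells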
NTR1 agonist cell count 20 µM = also measured in NTR1 agonist; calls as there; cell count; measured here: cell count, cytotoxicity flag
Numbers without * were called inactive; i = inactive; . = not tested or not shown.

SMILES | Rac1 GTP hydrolysis | LYP phosphatase | GPR35 arrestin U2OS | Large T inhibition | Lipid droplet | Lipid droplet cells 6.5 µM | GPR55 antagonists | GPR55 beta-arrestin | NTR1 agonist | NTR1 agonist cell count 20 µM | T cell modulator | T cell modulator vesicle-bound %
CC(C)CN(CCNC(=O)CC1Oc2ccccc2NC1=O)CC(C)C (stereo not given) | 5.6% | -11.1% | -16.9% | 3.4% | . | . | 1.1% | 0.2% | -1.6 | 68 | i | 43.9
Cc1cc(C)c(C(=O)C(C)OC(=O)C2=COCCO2)cc1C (stereo not given) | 1.1% | -3.0% | -11.1% | 2.8% | 4.3 | 702 | -1.7% | -0.1% | 0.9 | 49 | i | 64.1
COc1ccc2[nH]c3c(=O)n(CCCCCC(=O)NCCC(C)C)c(=S)[nH]c3c2c1 | 3.4% | -6.7% | -0.7% | 5.9% | -0.1 | 726 | 12.0% | 0.0% | -0.1 | 21 | i | 6.9
O=C1NC(c2ccccc2)Oc2ccccc21 (stereo not given) | 13.7% | -8.7% | 5.0% | 16.3% | -1.5 | 845 | -1.9% | -0.2% | -1.0 | 58 | i | 57.6
O=C(NCC1CCCO1)C(=O)NCC(c1ccco1)N1CCN(c2ccccc2)CC1 (stereo not given) | 6.3% | -10.2% | 16.5% | -1.6% | 24.2 | 631 | -0.3% | 0.0% | -1.3 | 73 | i | 5.3
Cc1ccc(-c2nn[nH]n2)o1 | 11.8% | -2.5% | -21.4% | -0.9% | . | . | 14.9% | 0.4% | 0.6 | 60 | i | 40.1
Cc1ccccc1CN1CCN(CC(=O)NCc2ccccc2)C1=O | 8.2% | -3.0% | -1.5% | 17.6% | -0.1 | 720 | 1.5% | 0.1% | -0.4 | 74 | i | 10.2
O=C(COc1ccc(Cl)cc1)NNC(=O)c1ccc2c(=O)n3c(nc2c1)CCC3 | 1.1% | . | . | 12.9% | . | . | . | . | 0.5 | 53 | i | 57.1
CCn1nc(C)c(CN2CCc3c([nH]c4ccccc34)C2c2ccc(F)c(OC)c2)c1C (stereo not given) | -8.0% | -6.7% | -2.9% | 7.6% | -0.6 | 760 | 5.8% | -0.2% | 0.8 | 83 | i | 35.6
Cc1ccc(S(=O)(=O)Nc2cccnc2)c(C)c1C | 5.0% | -7.1% | -7.9% | 10.7% | 3.6 | 836 | -2.9% | 0.0% | 0.3 | 66 | i | 46.0
CC(C(=O)NCC1CCCO1)N(C(=O)c1snc(C(N)=O)c1N)c1cccc(F)c1 (stereo not given) | 4.3% | 3.8% | -9.7% | 1.0% | . | . | -4.2% | -0.2% | 2.6 | 86 | i | 57.3
Cn1c(=O)c2c(nc3n2CCCN3CCc2ccccc2)n(C)c1=O | 2.8% | -7.7% | -9.3% | -10.6% | -14.7 | 726 | -21.0% | 0.4% | 6.7 | 53 | i | 42.1
Cc1oc(-c2ccc(Cl)cc2)nc1CSCC(=O)NC1CCN(Cc2ccccc2)CC1 | 4.5% | -6.7% | 9.3% | 0.0% | -6.9 | 725 | 7.7% | -0.1% | 1.8 | 60 | i | 13.5
COc1ccc2[nH]c(C(=O)N3CCN(C)CC3)c(C)c2c1 | 10.8% | -2.5% | 4.0% | 7.1% | 6.7 | 872 | -4.5% | 0.0% | -0.5 | 97 | i | 9.8
COC(=O)c1cc(S(=O)(=O)NCCN2CCN(c3ccccc3F)CC2)c[nH]1 | 9.9% | -13.5% | -8.9% | . | 0.0 | 734 | -5.0% | 0.2% | -1.8 | 59 | i | 13.3
O=C(N/C(=C/c1cccs1)C(=O)N1CCOCC1)c1ccco1 | 5.7% | -5.5% | -9.8% | 6.2% | 5.8 | 641 | 4.3% | 0.1% | 2.4 | 48 | i | 40.5
O=C1c2ccccc2C(Nc2ccc(F)c(Cl)c2)N1c1ccccn1 (stereo not given) | 3.0% | -4.8% | 14.0% | 5.9% | . | . | 0.8% | -0.1% | 10.3 | 67 | i | 19.3
Cc1csc(SCC(=O)Nc2sccc2C#N)n1 | 7.0% | -8.2% | 5.1% | 9.7% | 0.9 | 721 | -3.6% | -0.1% | -1.0 | 65 | i | 46.0
CC(NC(=O)N(Cc1ccccc1)Cc1ccc2c(c1)OCO2)(C(F)(F)F)C(F)(F)F | -1.6% | -5.7% | -4.3% | 13.0% | . | . | 10.0% | -0.1% | 1.4 | 84 | i | 31.0
CC1Cc2nc(SCC(=O)NCc3ccco3)n(-c3ccccc3)c(=O)c2S1 (stereo not given) | 14.1% | -0.5% | 6.8% | 7.0% | -2.4 | 694 | 8.7% | 0.2% | -0.1 | 77 | i | 30.0
Cc1cc2sc(C(=O)O)c(C)c2s1 | -3.1% | -0.2% | -27.2% | 20.2% | 21.3 | 756 | -1.9% | -0.3% | 0.3 | 67 | i | 48.8
COc1ccc(/C=N/n2cc(-c3ccccc3)nc2N)cc1 | 7.2% | 1.5% | -9.0% | 0.9% | -2.0 | 678 | -20.6% | -0.2% | -0.4 | 76 | i | 2.9
c1ccc2[nH]c(SCC3CCCCO3)nc2c1 (stereo not given) | 9.8% | -5.2% | 0.6% | 12.2% | -0.5 | 684 | 1.7% | -0.4% | 1.2 | 51 | i | 33.9
CC(=O)NCc1ccc(S(=O)(=O)NC2CCN(Cc3ccccc3)CC2)cc1 | . | -9.3% | -5.7% | 22.9% | 6.1 | 712 | -7.8% | 0.3% | -1.0 | 81 | i | 30.8
O=C(NCc1ccco1)C1CCCN1C(=O)Nc1cccc(Cl)c1 (stereo not given) | 9.8% | -11.0% | 10.6% | 1.9% | -41.8 | 632 | 4.7% | -0.1% | 1.0 | 44 | i | 30.2
O=S1(=O)NC(=NCc2ccccc2)c2ccccc21 | 1.9% | 1.2% | -4.6% | 2.4% | 22.4 | 722 | 3.8% | -0.1% | -1.2 | 54 | i | 32.2
O=C(CSc1nnc(-c2ccccc2Cl)o1)Nc1ccc2c(c1)OCCO2 | 9.6% | -6.2% | -7.1% | 8.8% | -104.9 | 721 | -1.2% | 0.8% | -2.1 | 70 | i | 16.5
CCCC(C)NC(=O)C1CCN(S(=O)(=O)c2ccccc2)CC1 (stereo not given) | 7.4% | -3.2% | 21.1% | 3.0% | -7.0 | 774 | 16.6% | 0.2% | -0.5 | 56 | . | .
CCOc1cc(N2CCOCC2)c(OCC)cc1NC(=O)Cc1ccccc1 | 10.9% | 5.0% | -5.9% | 9.1% | -7.8 | 723 | 13.2% | 0.3% | 0.6 | 54 | i | 45.7
C=CCn1c(CSc2nc3ccccc3s2)nnc1SCC(=O)NCc1ccccc1 | 9.8% | 1.3% | -6.0% | 21.9% | . | . | 7.4% | -0.1% | 0.3 | 65 | i | 55.8
COc1ccc(CNc2ccc3cn[nH]c3c2)c(OC)c1OC | 8.3% | -10.6% | -4.9% | 8.0% | . | . | -0.8% | -0.1% | 1.3 | 84 | . | .
CCOc1ccc2ccccc2c1/C=N/NC(=O)c1c(C)cc(C)[nH]c1=O | -3.2% | . | . | 1.8% | . | . | . | . | 0.9 | 49 | i | 28.5
CCC(=O)N(CCc1ccc(S(N)(=O)=O)cc1)C1CC(=O)N(c2ccc(OC)cc2)C1=O (stereo not given) | -0.9% | -14.4% | -13.9% | 4.8% | 9.6 | 683 | -13.2% | 0.6% | 2.8 | 39 | i | 55.8
O/N=C\c1cccn1-c1nccs1 | 6.9% | -2.1% | -8.9% | -1.6% | 1.1 | 682 | 5.9% | -0.3% | 0.9 | 54 | i | 33.1
COc1ccc(CNC(=O)CNC(=O)c2ccc(C(C)(C)C)cc2)cc1OC | 3.5% | -5.4% | -5.6% | 0.1% | -3.5 | 848 | 0.8% | 0.0% | -0.9 | 56 | i | 6.9
O=C(CCSc1ccc(Cl)cc1)NC1CCCC1 | -15.5% | -4.6% | -3.9% | 7.0% | -2.9 | 800 | -2.2% | -0.3% | -0.2 | 68 | i | 40.5
CCn1c(C)nc2cc(C(=O)N/N=C/c3ccccc3)ccc21 | 12.6% | -0.1% | -17.5% | 5.6% | -12.3 | 690 | -8.9% | -0.3% | -0.2 | 37 | i | 42.2
CC1CCCN(C(=O)CCS(=O)(=O)c2ccc3c(c2)n(C)c(=O)c(=O)n3C)C1 (stereo not given) | 1.3% | -6.3% | 21.0% | . | -9.1 | 757 | 5.3% | -0.3% | 2.0 | 60 | i | 51.1
COc1ccc(Br)cc1S(=O)(=O)NCc1ccccc1 | 4.4% | 2.9% | -3.3% | 6.6% | -24.0 | 711 | -1.6% | -0.6% | 0.3 | 60 | i | 35.4
O=C(O)c1cccc(Nc2nc(-c3ccc([N+](=O)[O-])cc3)nc3ccccc23)c1 | 6.1% | -4.3% | 6.4% | -2.0% | 0.1 | 840 | -0.5% | -0.2% | 3.3 | 95 | i | 8.8

Rewritten with values under each structure: part of the list above.
Every second line gives: Rac1 GTP hydrolysis, LYP phosphatase, GPR35 arrestin U2OS, Large T inhibition, Lipid droplet, Lipid droplet cells 6.5 µM, GPR55 antagonists, GPR55 beta-arrestin, NTR1 agonist, NTR1 agonist cell count 20 µM, T cell modulator, T cell modulator vesicle-bound %
- O=C(CSc1nnc(-c2ccccc2Cl)o1)Nc1ccc2c(c1)OCCO2
    9.6%, -6.2%, -7.1%, 8.8%, -104.9, 721, -1.2%, 0.8%, -2.1, 70, i, 16.5
- CCC(=O)N(CCc1ccc(S(N)(=O)=O)cc1)C1CC(=O)N(c2ccc(OC)cc2)C1=O (stereo not given)
    -0.9%, -14.4%, -13.9%, 4.8%, 9.6, 683, -13.2%, 0.6%, 2.8, 39, i, 55.8

The list goes on:
SMILES | Rac1 GTP hydrolysis | LYP phosphatase | GPR35 arrestin U2OS | Large T inhibition | Lipid droplet | Lipid droplet cells 6.5 µM | GPR55 antagonists | GPR55 beta-arrestin | NTR1 agonist | NTR1 agonist cell count 20 µM | T cell modulator | T cell modulator vesicle-bound %
CCCCN(CCCC)C(=O)c1ccccc1NC(=O)CN1C(=O)c2ccccc2C1=O | 14.4% | 8.5% | -3.5% | 15.0% | -2.6 | 823 | 4.9% | 0.0% | 2.4 | 35 | i | 5.9
Nn1c(Nc2ccccc2)nc2ccccc21 | 12.5% | -1.1% | 10.6% | 12.1% | . | . | 6.5% | -0.2% | 3.0 | 40 | i | 31.0
Cc1cccc2nc(COc3ccc(Cl)c4cccnc34)cn12 | 11.3% | -4.3% | -12.1% | 6.0% | 2.5 | 678 | -0.9% | 80.9%* | 3.4 | 37 | i | 49.2
Cc1ncc([N+](=O)[O-])n1CCOC(=O)c1ccc(Br)cc1 | 6.2% | -2.2% | 17.3% | -1.3% | 5.6 | 662 | -7.9% | -0.1% | 2.9 | 58 | i | 46.7

From PubChem
